# Bioassay records as filed in PubChem BioAssay.
# TSHR antagonist: Antagonists of the Thyroid Stimulating Hormone Receptor: HTS campaign. activity change, negative = inhibition, % at 11.5 µM. Thyrotropin receptor (Homo sapiens), P16473. actives 0.2% (n = 330,000). AID 504810, 2011. TSHR-expressing cells, TSH-stimulated cAMP HTRF, 2 h; active compounds read low;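 active = activity change below a set negative limit, meaning inhibition stronger than a set level, cut at about -70% in these data; inconclusive = activity change between two set negative limits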; also: % is scaled to controls: 0 for no effect and ±100 for the full control effect
#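 TSHR-expressing cells were treated with compounds, then stimulated with TSH at EC80 (4nM final) for 2 hours at 37 deg C. Cellular cAMP was measured by HTRF competition between lysate cAMP and cAMP-d2 for a cryptate-labelled anti-cAMP antibody.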
# Eya2 phos inh: qHTS Assay for Inhibitors of the Phosphatase Activity of Eya2 | recombinant Eya2, OMFP fluorescence dephosphorylation (OMFP is methylfluorescein phosphate) | Potency, µM (doses to about 76.9 µM), for the others: top-dose activity, negative = inhibition, actives largely listed as inhibitors | actives 0.006% (n = 330,000) | AID 488837, 2010; also: potency is read from the fitted curve at half-maximal effect; % is scaled to controls: 0 for no effect and ±100 for the full control effect
#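 Eya2 protein (added as 0.2 uM solution) was preincubated with compound for 10 min at ambient temperature in 50 mM HEPES pH 7.5, 50 mM NaCl, 5 uM MgCl2, 0.05% BSA, 1 mM DTT. OMFP (added at 50 uM) then reacted 10 min; fluorescence read at 485/525 nm.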
# Menin MLL FP TR: qHTS Assay for Inhibitors Targeting the Menin-MLL Interaction in MLL Related Leukemias: Competition With Texas Red Labeled MLL-derived Mutant Peptide; actives 0.23% (n = 270,000); Potency, µM (doses to about 61.6 µM), without a hit: at the highest dose FP activity change, negative = inhibition, actives largely listed as inhibitors; O00255; Menin + Texas Red MLL mutant peptide, fluorescence polarization; active = well fitted inhibition curve with a large enough effect in the polarisation, with a control signal flat, not every such curve was filed as active; inconclusive = small, poorly fitted or top-dose-only effect, or effect the other way, or a change in a side signal; inactive = no such curve, though single readings can be large or run the other way; the % refers to the polarisation; also: potency is read from the fitted curve at half-maximal effect; % of control where 0% means no effect; many of its hits are not listed in these tables
# Target sequence (O00255 whole entry, looked up): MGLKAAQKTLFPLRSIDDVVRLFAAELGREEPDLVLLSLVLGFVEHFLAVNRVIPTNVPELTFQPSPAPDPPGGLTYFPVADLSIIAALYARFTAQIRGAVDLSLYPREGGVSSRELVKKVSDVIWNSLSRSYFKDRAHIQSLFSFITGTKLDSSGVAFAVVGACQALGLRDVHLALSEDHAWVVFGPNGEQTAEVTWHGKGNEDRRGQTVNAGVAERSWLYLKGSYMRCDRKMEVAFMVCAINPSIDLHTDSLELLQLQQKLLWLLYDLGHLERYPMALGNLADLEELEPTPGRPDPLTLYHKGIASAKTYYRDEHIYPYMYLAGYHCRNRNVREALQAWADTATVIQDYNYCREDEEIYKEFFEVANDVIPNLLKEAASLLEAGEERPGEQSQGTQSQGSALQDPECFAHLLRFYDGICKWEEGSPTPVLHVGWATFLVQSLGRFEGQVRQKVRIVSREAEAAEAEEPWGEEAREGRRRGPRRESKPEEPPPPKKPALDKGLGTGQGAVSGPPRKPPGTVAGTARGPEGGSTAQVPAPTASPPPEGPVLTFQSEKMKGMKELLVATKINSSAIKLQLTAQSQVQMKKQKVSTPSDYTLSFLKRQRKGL
# GALK inh: qHTS Assay for Inhibitors of Human Galactokinase (GALK); actives 0.007% (n = 270,000); Purified GALK, Kinase-Glo residual ATP luminescence; Potency, µM (titrated, usually from 57.5 µM), for the others: at the highest dose activity change, negative = inhibition, most hits filed as inhibitors; P51570; also: potency is read from the fitted curve at half-maximal effect; % is scaled to controls: 0 for no effect and ±100 for the full control effect
# Target sequence (P51570 whole entry, looked up): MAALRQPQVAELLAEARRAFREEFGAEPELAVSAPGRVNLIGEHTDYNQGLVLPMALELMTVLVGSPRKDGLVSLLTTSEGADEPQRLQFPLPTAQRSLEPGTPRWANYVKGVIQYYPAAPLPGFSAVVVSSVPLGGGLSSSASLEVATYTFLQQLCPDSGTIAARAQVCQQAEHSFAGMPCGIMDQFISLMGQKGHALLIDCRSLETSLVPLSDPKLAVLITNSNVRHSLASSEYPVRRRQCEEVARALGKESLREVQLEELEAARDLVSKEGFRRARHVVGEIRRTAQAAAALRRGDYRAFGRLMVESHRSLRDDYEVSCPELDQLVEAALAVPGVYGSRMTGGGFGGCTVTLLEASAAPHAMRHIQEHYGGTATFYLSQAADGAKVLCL
#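 Human GALK (5 nM) with 35 uM ATP and 100 uM galactose in 20 mM HEPES pH 8.0, 5 mM MgCl2, 60 mM NaCl, 1 mM DTT, 0.01% BSA. After 1 h at room temperature, leftover ATP was read by Kinase-Glo Plus luminescence.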
# MBNL1-CUG inh: qHTS Assay for Inhibitors of MBNL1-poly(CUG) RNA binding; Muscleblind-like protein 1 (Homo sapiens), Q9NR56; TR-FRET MBNL1-His/biotin-(CUG)12 binding, 665/545 ratio; Potency, µM (highest dose often 57.5 µM), for the others: at the highest dose activity change, negative = inhibition, actives largely listed as inhibitors; actives 0.036% (n = 280,000); active = well fitted inhibition curve with a large enough effect in the signal ratio, with a control signal flat, not every such curve was filed as active; inconclusive = small, poorly fitted or top-dose-only effect, or effect the other way, or a change in a side signal; inactive = no such curve, though single readings can be large or run the other way; the % refers to the signal ratio; also: potency is read from the fitted curve at half-maximal effect; % is scaled to controls: 0 for no effect and ±100 for the full control effect
#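 Compound titration spanned 92 nM–58 uM against the MBNL1-His/biotin-(CUG)12 complex. After 60 min at room temperature with 5 nM streptavidin-XL665 and 0.055 ng/ul terbium anti-His, ratiometric 665/545 nm emission (Ex 340 nm) normalized to controls.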
# Chronic BCR inh: qHTS Assay to Find Inhibitors of Chronic Active B-Cell Receptor Signaling; ABC-DLBCL IkBa-CBG/CBR reporter, luminescence ratio, 4 h; Potency, µM (top dose mostly 46.1 µM), for inactives: at the highest dose ratio change, negative = lower green/red ratio, most hits filed as inhibitors; actives 0.05% (n = 340,000); AID 493014, 2011; active = well fitted inhibition curve with a large enough effect in the signal ratio, with a control signal flat, not every such curve was filed as active; inconclusive = small, poorly fitted or top-dose-only effect, or effect the other way, or a change in a side signal; the % refers to the signal ratio;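 also: potency is read from the fitted curve at half-maximal effect; plate controls were basal doxycycline-induced cells for no effect and cells given 10 µM MG132 for full effect; MG132 reads +100%, hits lower the ratio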
#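 TMD8 ABC-DLBCL cells carrying doxycycline-inducible green luciferase fused to IkappaBalpha plus unfused red luciferase were exposed to compounds (up to 46 uM) for 4 hrs at 37C. Activity came from the overlap-corrected green/red luminescence ratio.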
# USP2a block: qHTS Assay for Inhibitors of Ubiquitin-specific Protease USP2a Using CHOP2 as the Reporter. USP2 core, Ub-CHOP2 coupled fluorogenic reporter, 485/531. Potency, µM (series often up to 38.3 µM), without a hit: at the top dose activity change, negative = inhibition, most hits filed as inhibitors. AID 463254, 2010. Ubiquitin carboxyl-terminal hydrolase 2 (Homo sapiens), O75604. actives 0.01% (n = 330,000);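 also: potency is read from the fitted curve at half-maximal effect; plate controls were DMSO wells for no effect and full inhibition by NEM control for full effect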
#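 Deubiquitinase activity read as fluorescence (485/531 nm) after Ub-CHOP2 cleavage activates the enterokinase reporter on its substrate; USP2 core 10nM, Ub-CHOP2 and substrate 25nM each, 30min compound preincubation then 60min RT; data normalized to NEM, curves fitted.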
# KCNH2 WT inh: qHTS for Inhibitors of KCHN2 3.1: Wildtype qHTS; activity change, % at 1.84 µM; Voltage-gated inwardly rectifying potassium channel KCNH2 (Homo sapiens), Q12809; actives 0.37% (n = 340,000); U2OS, BacMam KCNH2, thallium flux FluxOr; active compounds read low; AID 720551, 2013;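 active = maximum activity change below -70%; inconclusive = maximum activity change between -70% and -50%; inactive = maximum activity change above -50%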; also: % is scaled to controls: 0 for no effect and ±100 for the full control effect
#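 U2OS cells were transduced with wild-type KCNH2 virus (2.03 x 10^8 / mL) for 4 h at room temperature, then cultured overnight at 37 C. Thallium flux was read with FluxOr dye. Rate constants were normalized to DMSO controls.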
# S-ASM inh: Inhibitors of Secretory Acid Sphingomyelinase (S-ASM): qHTS; AID 504937, 2011; actives 0.006% (n = 340,000); Sphingomyelin phosphodiesterase (Homo sapiens), P17405; placental ASM, HMU-PC fluorogenic substrate, 60 min; Potency, µM (doses to about 57.5 µM), inactives show at the highest dose activity change, negative = inhibition, hits mostly inhibitors; also: potency is read from the fitted curve at half-maximal effect
#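 HMU-PC0 cleavage (9 uM final) by human placental ASM, 60 min at 37 °C following 10 min compound exposure at RT; stopped at pH 10, fluorescence Ex 386/Em 447 nm.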
# Mito fusion act: qHTS Assay for Small Molecule Inhibitors of Mitochondrial Division or Activators of Mitochondrial Fusion; Potency, µM (doses to about 46.1 µM), for inactives: top-dose growth rescue (activation), usual class: activators; AID 485298, 2010; S. cerevisiae fusion-defective mutant growth rescue, CellTiterGlo 48 h; actives 0.23% (n = 320,000);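 also: potency is read from the fitted curve at half-maximal effect; % of control where 0% means no effect; nearly all actives have a fitted effect of over 45% in size; temperature-sensitive fusion mutants such as fzo1-1 at 37 °C on non-fermentable ethanol glycerol medium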
#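 S. cerevisiae fusion-defective temperature-sensitive mutants (e.g. fzo1-1, mgm1-5) grown 48 h at 37C in YPEG (ethanol/glycerol non-fermentable) medium with 23 nl compound per well; growth rescue read as CellTiterGlo luminescence.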
# PKM2 activator: qHTS Assay for Activators of Human Muscle isoform 2 Pyruvate Kinase | purified PKM2, Kinase-Glo ATP luminescence, activation; response scale: 0% is enzyme alone, no compound | Potency, µM (doses to about 57.5 µM), inactives show at the top dose activation, hits mostly activators | actives 0.34% (n = 260,000); also: potency is read from the fitted curve at half-maximal effect; % is scaled to controls: 0 for no effect and ±100 for the full control effect; nearly all actives have a fitted effect of over 55% in size
#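 Purified hPK-M2 (>95% pure) converted ADP (0.1 mM final) to ATP with 0.5 mM PEP in 50 mM imidazole pH7.2, KCl, MgCl2, Tween 20, BSA; 1 h at room temperature. ATP detected by Kinase-Glo luminescence.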
# * hit, by the source's call; i = inactive; u = inconclusive; x = not tested or not shown; [ ] = dose if it differs, or a comment. Unless noted, calls follow the shape of the dose curve; as a rule, active = well fitted curve in the direction sought with a large enough effect; inconclusive = small, poorly fitted or top-dose-only effect, or another doubt; inactive = no such curve, though single readings can be large; an effect the other way counts as inactive or inconclusive. This is a subset; rates above refer to the full screens.
SMILES,TSHR antagonist,Eya2 phos inh,Menin MLL FP TR,GALK inh,MBNL1-CUG inh,Chronic BCR inh,USP2a block,KCNH2 WT inh,S-ASM inh,Mito fusion act,PKM2 activator
CC(=O)OC1C(N2CCCCC2)c2c(ccc(/C=C/C(=O)N3CCCCC3)c2O)OC1(C)C (configuration not stated),-3,-5%,-13%,-1%,6%,-27%,2%,-11,56%[activator],0%,2%
COc1cc2c(cc1OC)-c1cc(N3CCc4ccccc43)nc(=O)n1CC2,-6,29%,x,1%,x,u,2%,-2,59%,2%,0%
O=C1CN(C(=O)c2cccc(Br)c2)c2ccccc2N1,-8,4%,-7%,8%,0%,u,1%,-7,-1%,4%,-13%
CCCC(=O)NC(Nc1ccccc1F)C(Cl)(Cl)Cl (configuration not stated),5,10%,14%,2%,-18%,-7%,0%,x,x,2%,-9%
COC(=O)c1cc(OC)c(OC)cc1NC(=O)Nc1cccc(C(C)=O)c1,-1,15%,-12%,4%,1%,u,2%,-10,-1%,-1%,1%
O=S(=O)(N/N=C/c1ccc(Cl)cc1)c1ccc(Cc2ncc(C(F)(F)F)cc2Cl)s1,10,1%,u,-2%,6%,4%,-2%,1,-15%,7%,15%
Cc1csc(=O)n1CC(=O)OCc1nnc(-c2ccc([N+](=O)[O-])cc2)o1,-11,23%,x,x,x,3%,1%,-14,0%,-4%,x
Cc1ccc(CNC(=O)COC(=O)c2cccnc2Cl)cc1,-12,-4%,x,x,x,8%,-2%,1,7%,x,x
CSCC[C@H](NC(=O)Nc1ccc(C)cc1)C(=O)O,3,-10%,-6%,4%,10%,3%,2%,-3,3%,2%,16%
CN(C(=O)COC(=O)C1=COCCO1)c1c(N)n(Cc2ccccc2)c(=O)[nH]c1=O,-3,-22%,x,x,x,4%,0%,-2,6%,-2%,x

# Taken from above:
# Under Menin MLL FP TR, CC(=O)OC1C(N2CCCCC2)c2c(ccc(/C=C/C(=O)N3CCCCC3)c2O)OC1(C)C (configuration not stated) is entered as -13%
# Under Eya2 phos inh, COc1cc2c(cc1OC)-c1cc(N3CCc4ccccc43)nc(=O)n1CC2 is entered as 29%

# Continuation.
SMILES,TSHR antagonist,Eya2 phos inh,Menin MLL FP TR,GALK inh,MBNL1-CUG inh,Chronic BCR inh,USP2a block,KCNH2 WT inh,S-ASM inh,Mito fusion act,PKM2 activator
COC(=O)c1cc(OC(=O)CCc2ccc(OC)c(OC)c2)cc(C(=O)OC)c1,-11,5%,-8%,13%,-5%,-2%,3%,10,-3%,1%,6%
CCOc1cc(/C=N/NC(=O)c2cc(C)[nH]n2)ccc1OC(=O)c1ccc([N+](=O)[O-])cc1,-14,-10%,u,-7%,6%,1%,0%,x,x,0%,-4%
CCCCNC(=O)C(Sc1ccccc1)c1ccccc1 (configuration not stated),-2,5%,6%,2%,-4%,1%,-3%,5,3%,5%,-9%
CC(=O)N/C(=C/c1ccc2c(c1)OCO2)C(=O)Nc1ccccc1,5,1%,8%,1%,x,1%,2%,i,3%,-3%,-2%
Cc1ccc(CSCC(=O)NCc2ccco2)cc1,-5,6%,-5%,-1%,-3%,7%,-1%,-19,2%,-8%,-3%
Cc1ccc(S(=O)(=O)N2CC(O)C2)cc1,-7,-32%,x,x,x,-4%,0%,4,2%,2%,x
Cc1ccc(S(=O)(=O)Nc2ccc(N3CCOCC3)nc2)cc1,8,9%,-14%,-2%,-1%,-11%,12%,5,3%,-2%,12%
COc1ccc(C2CC(c3cccc(C(F)(F)F)c3)=NN2c2ccc(S(N)(=O)=O)cc2)cc1 (configuration not stated),-6,-1%,x,x,x,-1%,-2%,6,i,x,x
Cc1ccc(C(=O)NC2CC(=O)N(c3ccc4c(c3)OCCO4)C2)cc1[N+](=O)[O-] (configuration not stated),-14,5%,x,x,x,u,-1%,18,-4%,-9%,x
CC(C)Nc1nc(NC(C)C)nc(C(N)=O)n1,2,-15%,-9%,-3%,-1%,7%,2%,-9,-1%,-2%,-1%
CC(=O)NC(NC(=S)Nc1ccc(N=Nc2ccccc2C)cc1C)C(Cl)(Cl)Cl (configuration not stated),6,-4%,u,-1%,-10%,u,-5%,-7,-4%,-1%,-8%
C#CCOCCOCCOCCNc1nc(N2CCN(C(=O)CCCCCCCCCCNC(=O)[C@@H](CCC(=O)O)n3cc(CCCCCN)nn3)CC2)nc(N2CCN(C(=O)CCCCCCCCCCNC(=O)[C@H](CCCCN)n3cc(C[C@@H](C)CC)nn3)CC2)n1,3,-27%,x,x,x,-4%,u,-2,u,-6%,x
CC1(C2CC2)NC(=O)N(CC(=O)Nc2ccccc2F)C1=O (configuration not stated),5,-3%,x,x,x,0%,1%,-14,5%,-1%,x
O=C(CCn1cnc(-c2ccccc2)c1-c1ccccc1)N/N=C/c1ccc(O)cc1,-1,1%,12%,1%,-9%,-14%,-1%,0,-2%,-13%,-5%
Cc1nnn(-c2nonc2N)c1C(=O)N/N=C/c1ccccc1O,1,4%,-13%,0%,-2%,12%,3%,28,2%,-16%,-1%
C[C@@H](NC(=O)c1[nH]cnc1C(=O)Nc1ccon1)c1ccccc1,-20,6%,x,x,x,6%,5%,10,-9%,-2%,x
CCCCCn1c(=O)[nH]c2cc(C(=O)N3CCN(c4ccc(C(C)=O)cc4)CC3)ccc2c1=O,-19,u,1%,3%,3%,1%,-1%,2,-22%,1%,x
CC(C)CCN1CC(=O)N2Cc3[nH]c4ccccc4c3C[C@H]2C1=O,2,3%,-18%,x,-2%,-2%,3%,6,-1%,14%,x
CSc1nsc(SC)c1NC(=O)N1CCCCC1,14,-6%,6%,4%,0%,7%,1%,-3,9%,2%,-1%
COC(=O)[C@@]1(Cc2ccccc2)[C@H]2C(=O)N(Cc3ccccc3)C(=O)[C@H]2[C@H]2CN=C(SCc3ccc(C#N)cc3)N21,19,4%,x,x,x,5%,-8%,-3,4%,x,x
COc1ccc(Cl)cc1NC(=S)NCc1ccccn1,3,-3%,-10%,-1%,u,0%,2%,-11,3%,-6%,-7%
C=CCn1c(CNc2ccc(C)cc2)nnc1SCC(=O)N/N=C/c1ccc(O)cc1,5,-9%,0%,0%,21%,u,-3%,-2,1%,-1%,1%
COc1ccc(S(=O)(=O)N2CCCCCC2)cc1NC(=O)CN1C(=O)NC(C)(c2ccc(C)cc2)C1=O (configuration not stated),-1,13%,x,x,x,u,5%,7,-3%,2%,x
O=C(Nc1nc2ccccc2s1)C1CCCN1S(=O)(=O)c1ccc(Cl)cc1 (configuration not stated),-10,-1%,-23%,-4%,7%,-2%,1%,-6,-8%,u,-2%
O=C(COC(=O)C1CCCCC1)NCc1ccc(Cl)cc1,-5,-27%,x,x,x,-2%,2%,-1,0%,x,x
